DUSP3 inh: inhibitors of human VHR1 phosphatase (DUSP3); P51452; recombinant VHR phosphatase, pNPP absorbance; inhibition, % at 13.3 µM; 290,000 compounds, 0.52% hits; AID 1654; in the data active = inhibition above about 50%; also: some compounds called inactive have numbers as strong as hits
Target sequence (P51452 whole entry, looked up): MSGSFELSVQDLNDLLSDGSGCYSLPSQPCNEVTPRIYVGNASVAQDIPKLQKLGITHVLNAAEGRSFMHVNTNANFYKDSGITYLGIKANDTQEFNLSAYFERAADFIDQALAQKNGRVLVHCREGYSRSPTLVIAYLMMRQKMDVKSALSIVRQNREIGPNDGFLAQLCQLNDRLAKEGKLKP
3CLpro inhibitor: SARS-CoV 3CLpro protease inhibition; recombinant SARS-CoV 3CLpro, quenched FRET peptide cleavage; inhibition, % at 6 µM; P0C6X7; 290,000 compounds, 0.14% hits; AID 1706; in the data active = inhibition above about 12%
Starred values were filed as active, the others as inactive. This is a subset; count on the stated rates, not on these rows.

SMILES | DUSP3 inh | 3CLpro inhibitor
O=C1[C@@H]2Cc3c([nH]c4ccccc34)[C@@H](c3ccccc3)N2C(=O)[C@@H]2Cc3c([nH]c4ccccc34)[C@@H](c3ccccc3)N12 | 20 | 5
O=C(NC1CCCCC1)c1ccc(Cl)c(NC(=O)c2ccccc2F)c1 | 8 | 2
CC1(C)CC(=O)C2=C(C1)OC1=C(C(=O)CC(C)(C)C1)C2(C)C | -2 | -3
CC1=C(C(=O)N2CCN(c3cc(C)ccc3C)CC2)C2(CCC(C)CC2)OC1=O (stereo unspecified) | 8 | -2
CCOC(=O)c1c(C)[nH]c(C(=O)Nc2ccc(C)c(Cl)c2)c1C | -15 | 1
COc1ccc(CCn2c(C)ccc2C)cc1OC | 9 | 2
C#CCOCCOCCOCCNc1nc(N2CCN(C(=O)[C@H](Cc3cc4ccccc4[nH]3)n3cc([C@@H](N)C(C)CC)nn3)CC2)nc(N2CCN(C(=O)[C@H](Cc3cc4ccccc4[nH]3)n3cc([C@@H](N)Cc4ccc(O)cc4)nn3)CC2)n1 (stereo partly specified) | 39 | -3
CC(C)=CCC/C(C)=C/CCC(C)NCCN1CCNCC1 (stereo unspecified) | 4 | -7
COc1ccc(N2C(=O)N(Cc3cccc(F)c3)c3ccccc3S2(=O)=O)cc1 | 13 | -1
CCCCNc1c(N)n(CCCC)c(=O)[nH]c1=O | 3 | -1
CC(C)(C)C(=O)[C@@H]1[C@@H]2C(=O)N(Cc3ccccc3)C(=O)[C@@H]2[C@H]2c3ccccc3C=CN12 | 29 | 4
COc1ccc(/C=N/n2cnc3c([nH]c4ccccc43)c2=O)cc1COc1ccccn1 | 3 | 2
O=C1CC(c2ccccc2Cl)c2c(sc3c(=O)[nH]c(CCl)nc23)N1 (stereo unspecified) | -7 | 7
O=C1C=CC(=O)N1c1ccc(Sc2ccc([N+](=O)[O-])cc2)cc1 | 0 | 6
Cc1nn(C)cc1CNC(=O)C1C2CCC(O2)C1C(=O)O (stereo unspecified) | 18 | 1
CC(C)(C)NC(=O)CN(Cc1ccc2c(c1)OCO2)C(=O)CNC(=O)c1cccs1 | 12 | 5
CCOC(=O)C1CCN(C(=O)c2cn(-c3ccccc3)nc2-c2cccnc2)CC1 | 26 | 2
CN(CCO)c1nc(N)c2c(N)nc3c(c2c1C#N)CC(=O)N3C1CCCC1 | 65 | -7
COc1ccc(O[C@H]2C=C[C@@H](c3ccccc3)O[C@@H]2COC(=O)CC/C(C)=N/OC[C@@H](O)COCc2ccco2)cc1 | -4 | 1
CCc1ccc(NC(=S)NNC(=O)c2ccccc2OC(F)F)cc1 | -1 | 3

As a working copy, some entries already given:
SMILES | DUSP3 inh | 3CLpro inhibitor
CC(C)(C)C(=O)[C@@H]1[C@@H]2C(=O)N(Cc3ccccc3)C(=O)[C@@H]2[C@H]2c3ccccc3C=CN12 | 29 | 4
COc1ccc(/C=N/n2cnc3c([nH]c4ccccc43)c2=O)cc1COc1ccccn1 | 3 | 2
O=C1CC(c2ccccc2Cl)c2c(sc3c(=O)[nH]c(CCl)nc23)N1 (stereo unspecified) | -7 | 7
O=C1C=CC(=O)N1c1ccc(Sc2ccc([N+](=O)[O-])cc2)cc1 | 0 | 6
Cc1nn(C)cc1CNC(=O)C1C2CCC(O2)C1C(=O)O (stereo unspecified) | 18 | 1

Carrying on:
SMILES | DUSP3 inh | 3CLpro inhibitor
CCn1c(SCC(=O)N2CCN(c3ccccc3)CC2)nnc1-c1ccncc1 | 9 | 4
CN(C)c1ccc(/C=N/NC(=O)CN2CCN(c3ccc(F)cc3)CC2)cc1 | 2 | -1
NC[C@@H]1O[C@H](O[C@H]2[C@@H](O)[C@H](O[C@@H]3[C@@H](O)[C@H](N)C[C@H](N)[C@H]3O[C@H]3O[C@H](CO)[C@@H](O)[C@H](O)[C@H]3N)O[C@@H]2CO)[C@H](N)[C@@H](O)[C@@H]1O | 7 | 2
CCCCn1c(=O)c(C(=O)Nc2nnc(C(C)C)s2)c(O)c2ccccc21 | 28 | -7
Cc1cc(C)n2c(SCC(=O)Nc3ccc(Cl)cn3)nnc2n1 | 14 | 1
CN1C(=O)/C(=C\c2ccccc2)Sc2ccc(C(=O)N3CCN(c4ccccn4)CC3)cc21 | 23 | -5
Cc1cc(C)n(-c2nc3sc4c(c3c(=O)[nH]2)CCCC4)n1 | 13 | -2
CC(=O)OC1COC(OC2C(O)C(C)OC(OC3C(OC4CCC5(C)C(CCC6(C)C5CC=C5C7CC(C)(C)CCC7(C(=O)O)CCC56C)C4(C)CO)OCC(O)C3O)C2O)C(O)C1OC(C)=O (stereo unspecified) | -11 | 2
O=C(Oc1cccc(O)c1)C1CCCCC1 | -8 | 4
C[C@@H]1CN(c2c(F)c(N)c3c(=O)c(C(=O)O)cn(C4CC4)c3c2F)C[C@H](C)N1 | 26 | 3
COc1ccc(-c2nnc3n2C(C)(C)Cc2cc(OC)c(OC)cc2-3)cc1 | 31 | 1
Cc1ccnn2c(-c3ccccc3)c3c(=O)n(C)c(=O)n(C)c3c12 | 11 | 1
Cc1ccc2nc(-c3ccc(N4C(=O)CC(N5CCCC(C)C5)C4=O)cc3)sc2c1 (stereo unspecified) | 25 | -4
CC(C)(C)C1CC=C2C(C#N)=C(N)C(C#N)(C#N)C(c3cccs3)C2C1 (stereo unspecified) | -17 | 0
COc1ccc(-c2ccc(-c3nnc(-c4ccncc4)o3)cc2)cc1 | 3 | -3
COC(=O)C(CC(=O)c1ccc(Br)cc1)n1ccnc1 (stereo unspecified) | 17 | 1
COc1ccc(C(=O)NCC(=O)OCn2nnc3ccccc3c2=O)cc1OC | 7 | 2
ONc1cccnc1-n1nc(C(F)(F)F)cc1C(F)(F)F | 11 | 3
COc1cc(N2CCCC2)c(OC)cc1/C=c1/sc2nc3ccccc3n2c1=O | 19 | -4
CC(=O)Nc1nc2c(c3c1c(=O)oc1ccccc13)CC(C)CC2 (stereo unspecified) | -18 | 2

Whole records, looked up by structure. Order of values: DUSP3 inh	3CLpro inhibitor
Cc1ccnn2c(-c3ccccc3)c3c(=O)n(C)c(=O)n(C)c3c12 as listed: 11	1
O=C1C=CC(=O)N1c1ccc(Sc2ccc([N+](=O)[O-])cc2)cc1 as listed: 0	6
CC(=O)OC1COC(OC2C(O)C(C)OC(OC3C(OC4CCC5(C)C(CCC6(C)C5CC=C5C7CC(C)(C)CCC7(C(=O)O)CCC56C)C4(C)CO)OCC(O)C3O)C2O)C(O)C1OC(C)=O (stereo unspecified) as listed: -11	2
CC(C)(C)NC(=O)CN(Cc1ccc2c(c1)OCO2)C(=O)CNC(=O)c1cccs1 as listed: 12	5
O=C1CC(c2ccccc2Cl)c2c(sc3c(=O)[nH]c(CCl)nc23)N1 (stereo unspecified) as listed: -7	7

(listing goes on)
SMILES | DUSP3 inh | 3CLpro inhibitor
O=C(CSc1nc2[nH]ncc2c(=O)n1-c1ccccc1)N1CCCCCC1 | 17 | -4
N#CC1=C(N)C(C#N)(C#N)C(c2cccnc2)C2CCCC=C12 (stereo unspecified) | 28 | -1
C/C(N)=C(/C#N)C(=O)CSc1nc2ccccc2c(=O)n1-c1ccc(C)cc1 | 8 | -1
CCSc1nnc2n(N)c(=O)c3ccccc3n12 | 20 | -4
O=C(Nc1ccccc1Cl)c1cccc(NS(=O)(=O)c2ccccc2)c1 | -21 | 7
O=C(CSc1ncnc2c1cnn2CCc1ccccc1)Nc1ccc(F)cc1 | 38 | 6
COc1ccc(-n2c(=S)[nH]c3sc4c(c3c2=O)CCc2ccccc2-4)cc1 | 8 | -3
CC[n+]1c(C)sc2sc3ccccc3c21 | -3 | -4
CC(C)C(C)NC(=O)COC(=O)c1cc(S(=O)(=O)N(C)C)ccc1N1CCCC1 (stereo unspecified) | 15 | -3
O=C(O)CC12CSc3[nH]c(=O)sc3C1c1ccccc1OC2=O (stereo unspecified) | 32 | 2
Cc1ccc2[nH]c3c(c2c1)CN(C(=O)CN1CCN(c2ccccc2)CC1)CC3 | 40 | 10
COc1ccc2c(c1)O[C@H](c1ccc3c(c1)OCO3)[C@@H](OC(=O)N[C@H](C)C1CCCCC1)C2=O | -11 | -2
N#Cc1c(Cl)nc(-c2cccnc2)nc1-c1ccccc1 | -9 | -1
CO[C@H]1C=CO[C@@]2(C)Oc3c(C)c(O)c4c(O)c(c5c(c4c3C2=O)NC2(CCN(CC(C)C)CC2)N=5)=NC(=O)C(C)=CC=C[C@H](C)[C@H](O)[C@@H](C)[C@@H](O)[C@@H](C)[C@H](OC(C)=O)[C@@H]1C | 26 | 0
Oc1ccc(C(=C(Cl)Cl)c2ccc(O)cc2)cc1 | 21 | 9
N#Cc1c(-c2ccccc2Cl)cc(-c2ccccc2)[nH]c1=S | 1 | -1
CSc1nc(-c2ccco2)nn1C(=O)c1ccc(Cl)cc1 | 34 | -1
Cc1ccc(S(=O)(=O)N(CC(=O)NCCSCc2ccco2)c2ccc(F)cc2)cc1 | 5 | 7
Cc1nc(-c2ccccc2)sc1-c1nc(-c2cccs2)ncc1S(=O)(=O)c1ccccc1 | 19 | -1
Cc1nnc(NC(=O)CSc2nnc(Cc3cccn3C)n2-c2cccc(C)c2C)s1 | 9 | 3
CCOc1cc(CNc2ccc3c(c2)CCC3)ccc1OC | 27 | 1
COc1ccccc1C1=Nn2c(COc3ccccc3)nnc2SC1 | -17 | 7
COc1cccc([C@@H]2Oc3ccc(OC)cc3C(=O)[C@H]2OC(=O)N[C@H](C)C2CCCCC2)c1 | -4 | -2
O=C(NCCCCCCNC(=O)NCc1ccco1)NCc1ccco1 | 19 | -6
CC(C)c1ccc(N2CCN(C(=O)c3ccccc3NC(=O)/C=C(\C(=O)O)c3ccccc3)CC2)cc1 | 11 | -5
Cc1cc2oc(=O)cc(Cn3nnc(-c4ccc(Cl)cc4)n3)c2cc1C(C)C | 42 | 1
CC(C(=O)Nc1ccccc1F)N1CCN(C)CC1 (stereo unspecified) | 20 | -3
Cn1/c(=N/N=C/c2ccc([N+](=O)[O-])cc2)sc2ccccc21 | 41 | 6
CC(=O)c1ccc(N2CCN(CC(=O)Nc3ccc(N4CCOCC4)cc3)CC2)cc1 | 32 | 1
CNS(=O)(=O)c1ccc(NC(=O)c2nc3nc(C)cc(C(F)F)n3n2)cc1 | 37 | -5
CCCCN1C(=O)/C(=C/c2ccc(N3CCCCCC3)cc2)C(=O)NC1=S | 24 | 2
CCN1CCN(Cc2nc3c(c(=O)n(C)c(=O)n3C)n2Cc2ccccc2Cl)CC1 | 42 | -3
Cc1ccnc(SCCn2c(N3CCCCC3)nc3c2c(=O)[nH]c(=O)n3C)n1 | 21 | -4
Cc1ccc(N(C(=O)C2COc3ccccc3O2)C(C(=O)NC2CCCCC2)c2cn(C)nc2C)cc1 (stereo unspecified) | 13 | -1
CCc1ccc(-c2csc(NC(=O)COC(=O)CCc3nc4ccccc4s3)n2)cc1 | 7 | -3
c1ccc(CSc2nnc3c4ccccc4c4ccccc4c3n2)cc1 | 18 | 1
Cc1ccc2c(c1)[nH]c1c(=O)n(CCC3=CCCCC3)cnc12 | 6 | 3
N#CC1=C(N)SC(N)=C(C#N)C1c1ccc(C(F)(F)F)cc1 | -2 | -5
Cc1ccc(Oc2ccc(-c3nnc(-c4ccccc4)o3)cc2[N+](=O)[O-])cc1C | 17 | 3
CCN(CC)C(=O)C1=C(C)NC(=O)NC1c1ccccc1F (stereo unspecified) | -1 | -4
CCCn1c2c(c(O)c(C(=O)Nc3nc(C)cs3)c1=O)CCCC2 | -6 | 0
Fc1cccc(-n2c(-c3cccs3)nc3nc4ccccc4nc32)c1 | 15 | 4
Cc1ccc(C)c(C(C)NC(=O)C2C3CCC(O3)C2C(=O)O)c1 (stereo unspecified) | 21 | -5
COc1ccc(NC(=S)Nc2cc(S(=O)(=O)N3CCCCC3)ccc2OC)cc1 | -4 | -4
CCc1ccc(Nc2n[n+](-c3ccccc3)c(/C=C/c3ccccc3)s2)cc1 | 24 | 0
CC1CC(OC(=O)CN2CCCCC2)CC(C)(C)C1 (stereo unspecified) | 28 | 0
CC(C)(C)C1=CC=C(C(C)(C)C)C(=O)C1=O | -7 | -5
CC(C)=NOCc1ccc(-c2cn([C@@H]3COC[C@H]3O)nn2)cc1 | 0 | -1
Cc1cccc(NC(=O)CSc2nc(C)c(Cc3ccccc3)c(=O)[nH]2)c1C | -17 | 0
COc1cccc(C(=O)Nc2ccc3nc(N4CCN(c5ncccn5)CC4)cc(C)c3c2)c1OC | 4 | -8
More results.
SMILES | DUSP3 inh | 3CLpro inhibitor
COc1ccc2oc(=O)c(C(=O)OCC(=O)c3ccc([N+](=O)[O-])cc3)cc2c1 | 33 | 3
Clc1ccc(NCc2ccsc2)cc1 | 0 | 3
COc1ccccc1N1CCN(C(=O)COc2ccc(S(=O)(=O)NC(C)(C)C)cc2)CC1 | 35 | -2
CC(NC(=O)c1cc(-c2ccccc2)nc2ccccc12)C1CCCO1 (stereo unspecified) | 18 | 0
Cc1ccc(S(=O)(=O)Nc2c(Cl)c(Cl)c(O)c3ccccc23)cc1 | 4 | 0
CC1(C)N=C(N)N=C(N)N1c1ccc(C(=O)O)cc1 | 29 | -4
O=C(O)CCN=C1CCc2ccccc2N1 | 20 | -1
COc1ccccc1Cn1c(SCC(=O)C(C)(C)C)nc2cc(C(=O)N3CCC4(CC3)OCCO4)ccc2c1=O | -4 | 1
N#CC1=C(N)N2C(=C(C#N)C1c1ccccc1)Sc1ccccc12 (stereo unspecified) | 22 | 4
Nc1nc(CSc2nc3ccccc3s2)nc(Nc2ccccc2)n1 | 0 | 0
CCOC(=O)c1[nH]c2ccc(F)cc2c1NC(=O)CN1CCc2cc(OC)c(OC)cc2C1 | 36 | -7
N#CC(C(=O)NC1CCCCC1)c1nc2ccccc2nc1N1CCN(c2ccc(F)cc2)CC1 (stereo unspecified) | 18 | 5
CC(C)c1ccccc1NS(C)(=O)=O | 15 | -2
Cc1cc(C)cc(N(C(=O)CCC(=O)Nc2ccccn2)C(C(=O)NC(C)C)c2ccc(O)cc2)c1 (stereo unspecified) | -10 | -2
Cc1ccc2c(c1)C(c1ccncc1)=NNC(c1ccc(C(C)C)cc1)=N2 | 4 | 0
O=C1c2ccccc2C(=O)C12OC2c1ccc(Cl)cc1 (stereo unspecified) | -1 | 3
O=C1NC(=O)N(c2ccccc2)C(=O)/C1=C\c1ccc([N+](=O)[O-])o1 | -3 | 1
O=C(Oc1ccc([N+](=O)[O-])cc1)c1ccc(Cl)c(S(=O)(=O)N2CCCCC2)c1 | -2 | 1

Compound activity as filed in PubChem BioAssay.
